From PubChem
SMARCA2 act: SMARCA2 (BRM) function activators, primary screen, cell-based, luminescence, high throughput; MG213 cells, MMTV-luciferase reporter, dexamethasone, overnight; activation, % at 9.1 µM; 1% of 370,000 active; AID 652017, 2013; in the data active = activation above about 7.8%;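 also: 0% = vehicle wells and 100% = reference activator wells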
ADAM10 inh: human ADAM10 inhibitors, primary screen, biochemical, QFRET, HTS; inhibition, % at 7 µM; AID 720582, 2013; 0.62% of 370,000 active; recombinant ADAM10, EDANS/DABCYL FRET peptide cleavage, 3 h; Disintegrin and metalloproteinase domain-containing protein 10 (Homo sapiens), O14672;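 active = inhibition above a per-campaign cutoff equal to the mean of compounds falling between control-based bounds plus 3 SD, cut at about 20% in these data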;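 also: 0% = DMSO wells while the 100% control is not disclosed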
Target sequence (O14672 214-748 limits assumed): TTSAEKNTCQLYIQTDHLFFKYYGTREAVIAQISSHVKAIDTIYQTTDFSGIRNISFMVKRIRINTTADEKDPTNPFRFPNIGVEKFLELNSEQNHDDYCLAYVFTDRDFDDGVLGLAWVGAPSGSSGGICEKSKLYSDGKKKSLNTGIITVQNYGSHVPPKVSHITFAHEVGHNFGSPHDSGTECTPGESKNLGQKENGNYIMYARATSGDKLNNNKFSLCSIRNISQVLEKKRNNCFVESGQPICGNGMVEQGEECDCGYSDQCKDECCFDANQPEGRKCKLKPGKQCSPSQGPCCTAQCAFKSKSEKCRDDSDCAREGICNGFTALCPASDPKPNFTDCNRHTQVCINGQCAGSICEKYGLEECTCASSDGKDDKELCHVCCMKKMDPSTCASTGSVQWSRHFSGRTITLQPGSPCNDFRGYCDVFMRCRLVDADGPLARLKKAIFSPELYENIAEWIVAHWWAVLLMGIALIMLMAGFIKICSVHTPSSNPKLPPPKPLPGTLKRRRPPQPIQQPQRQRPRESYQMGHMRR
HGIII-sPLA2 inh: human group III sPLA2 inhibitors, primary screen, biochemical, QFRET, BODIPY PC-A2 liposome substrate; Group 3 secretory phospholipase A2 (Homo sapiens), Q9NZ20; QFRET BODIPY PC-A2 liposome hydrolysis, fluorescence; inhibition, % at 12.2 µM; 0.56% of 370,000 active; AID 743126, 2013;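 active = inhibition above mean plus 3 SD of compounds lying within the high and low control bounds, cut at about 19% in these data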;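 also: 0% = median of test compound wells and 100% = no enzyme DMSO wells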
GC-B act: human GC-B receptor activators, primary screen, HEK293 GC-B cells, cGMP TR-FRET, EC30 CNP. Atrial natriuretic peptide receptor 2 (Homo sapiens), P20594. 0% at EC30 CNP, 100% saturating CNP. activation, % at 10 µM. 0.11% of 370,000 active;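 active = activation at 10 µM reaching about 35% in either raw or pattern-adjusted values, limit read from the data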
FXN GAA850 act: FXN promoter activators, primary screen, cell-based, luciferase luminescence, HEK293 lucGAA850; HEK293 lucGAA850 FXN promoter luciferase reporter, 24 h; percent of 10 µM SAHA response; activation, % at 6 µM; 0.56% of 360,000 active; AID 540364, 2011;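 active = activation above the average of all compounds screened plus 3 SD, cutoff fixed separately per campaign, cut at about 7.5% in these data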;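 also: 0% = DMSO wells and 100% = 10 µM SAHA wells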
DAX1 inh-1: DAX1 (NR0B1) inhibitors, primary screen, cell-based, HEK293, Gal4-DAX1, luciferase luminescence; Nuclear receptor subfamily 0 group B member 1 (Homo sapiens), P51843; HEK293 Gal4-DAX1 luciferase reporter; inhibition, % at 6.75 µM; 0.99% of 340,000 active; AID 504766, 2011;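 active = inhibition above the mean over all tested compounds plus 3 SD, cut at about 4.2% in these data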;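 also: 0% = DAX1-transfected cells with DMSO and 100% = empty-vector control cells with DMSO; inhibition shows as a rise in luminescence from relieved DAX1 repression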
Target sequence (P51843 207-470 limits assumed): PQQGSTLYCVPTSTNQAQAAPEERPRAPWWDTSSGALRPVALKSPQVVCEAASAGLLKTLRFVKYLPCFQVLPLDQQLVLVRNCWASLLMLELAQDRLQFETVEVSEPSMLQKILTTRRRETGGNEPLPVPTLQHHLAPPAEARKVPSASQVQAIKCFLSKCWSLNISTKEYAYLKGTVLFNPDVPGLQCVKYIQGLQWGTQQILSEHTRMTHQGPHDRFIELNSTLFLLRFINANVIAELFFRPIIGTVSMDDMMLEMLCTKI
GC-A act: GC-A stimulated cGMP production enhancers – HEK293 GC-A cells, cGMP TR-FRET, EC30 ANP, primary screen. Atrial natriuretic peptide receptor 1 (Homo sapiens), P16066. 0% at EC30 ANP, 100% saturating ANP. activation, % at 10 µM. 0.14% of 370,000 active. AID 1671463, 2021; in the data active = activation above about 40%
DAX1 inh-2: DAX1 (NR0B1) inhibitors on StAR promoter, primary screen, cell-based, luminescence, SF-1 (NR5A1), full-length DAX-1. HEK293T StAR-luciferase reporter, SF-1/DAX-1 repression relief. 1.1% of 370,000 active. AID 652010, 2013. inhibition, % at 6.8 µM;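 active = inhibition above the mean over all tested compounds plus 3 SD, cut at about 3.6% in these data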;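 also: 0% = DAX-1 cells with DMSO and 100% = cells lacking DAX-1 with DMSO; higher inhibition means more luminescence from relief of DAX-1 repression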
hgDAF12 agonist: H. glycines DAF-12 receptor agonists, primary screen, cell-based, luminescence, HEK293, GAL4 fusion, UAS-luciferase; activation, % at 6.8 µM; HEK293 GAL4-hgDAF12 UAS-luciferase reporter, agonist luminescence; normalized to butyrate control; 1.8% of 370,000 active; AID 687014, 2013;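 active = activation above a cutoff set at the mean of all screened compounds plus 3 SD, cut at about 10% in these data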;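 also: 0% = DMSO wells and 100% = sodium butyrate wells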
ssDAF12 agonist: S. stercoralis DAF-12 nuclear receptor activators, primary screen, cell-based, luminescence, HEK293, GRIP1 co-expression, lit1-tk-luc | activation, % at 6.8 µM | HEK293 ssDAF-12/GRIP1 lit1-tk-luc reporter; % of 3 µM dafachronic acid response | 1% of 370,000 active | Nuclear hormone receptor DAF-12 (Strongyloides stercoralis);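 active = activation above the mean over all tested compounds plus 3 SD, cut at about 0.9% in these data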;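 also: 0% = DMSO-only wells and 100% = 3 µM delta7-dafachronic acid wells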
hcDAF12 agonist: H. contortus DAF-12 nuclear receptor activators, primary screen, cell-based, luminescence, HEK293, lit1-tk-luc reporter. activation, % at 6.8 µM. HEK293 hcDAF-12 lit1-tk-luc reporter; 0% DMSO, 100% Δ7-dafachronic acid. 1.4% of 370,000 active. AID 652067, 2013;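 active = activation above the mean of all tested compounds plus 3 SD, cut at about 5.5% in these data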;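 also: 100% = response to 3 µM Δ7-dafachronic acid high control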
Active calls of the source: *; i = inactive; x = no result given. Compounds were not picked by outcome; 6.6% or so of the library scored in one or more.

canonical_smiles,SMARCA2 act,ADAM10 inh,HGIII-sPLA2 inh,GC-B act,FXN GAA850 act,DAX1 inh-1,GC-A act,DAX1 inh-2,hgDAF12 agonist,ssDAF12 agonist,hcDAF12 agonist
CN(C(=O)CSc1nc2[nH]ncc2c(=O)[nH]1)c1ccccc1,-3,-7,10,6,2.5,-0.9,-2,0.0,-1.8,-1.2,-1.3
COc1cccc(C(=O)/C=C/Nc2ccc(S(=O)(=O)Nc3nc(C)cc(C)n3)cc2)c1,-2,-13,-15,-4,-0.3,0.2,-7,0.3,0.6,-1.3,-1.4
COc1ccccc1/C=C\C=N\n1c(C2CCCCC2)n[nH]c1=S,1,-31,-12,0,0.5,0.2,3,-0.1,-0.7,-1.4,-0.2
Cc1c(S(=O)(=O)c2ccccn2)c(N)n(Cc2ccccc2Cl)c1C,7,-28,-4,-1,1.1,-0.3,-1,-0.3,0.0,-1.1,-0.7
CC(C)(C)c1ccc(OCCN2CCCC2)cc1,2,5,0,6,-0.4,0.3,2,-0.1,-0.3,-1.2,-0.6
CCOC(=O)C1CCN(S(=O)(=O)c2ccc3c(c2)N(C(C)=O)CC(C)S3)CC1 (stereo not given),-4,-11,5,0,-1.9,-2.0,2,-1.3,-8.3,-1.9,-4.7
CCOC(=O)c1c(C)nc2c(c1-c1ccc(OC)cc1)C(=O)CC(C)(C)C2,0,4,-1,5,-7.4,-1.4,5,-1.3,-3.0,-1.5,-2.3
CSc1nc2nc3c(c(=O)n2[nH]1)CCC3,1,-3,7,-2,-1.3,1.1,3,-0.2,-0.3,-1.2,0.7
Cc1ccc(Cl)c(OCC(=O)OC(C)C(=O)NC2CC2)c1 (stereo not given),0,-5,1,1,1.1,0.5,-5,2.0,0.9,-1.4,0.1
COc1ccc(S(=O)(=O)N2CCOCC2)cc1NC(=O)CN1CCCC1,3,-1,2,-3,3.4,0.3,-1,0.3,3.6,-2.0,0.9
O=C(COC(=O)c1cccc(S(=O)(=O)N2CCN(c3ccccc3)CC2)c1)NCC1CCCO1 (stereo not given),-3,2,-4,7,-0.4,1.5,-2,-0.1,3.8,-2.0,0.5
O=C(NCc1ccccc1)c1ccc(CS(=O)Cc2ccc(Cl)cc2)o1 (stereo not given),-1,9,0,0,1.7,-0.1,-2,-0.2,-3.6,-0.8,-1.7
COc1ccc2c(c1)c(=O)c(Br)c(C)n2Cc1ccccc1,0,-4,3,-2,1.8,-0.4,-3,-0.3,-1.3,-1.5,-1.6
Oc1c(C(c2cccs2)N2CCN(c3ccccc3)CC2)sc2ncnn12 (stereo not given),-2,-10,-19,0,0.8,1.1,2,-1.3,2.7,-1.0,-1.4
O=S(=O)(c1ccccc1)c1cnn(-c2ccccc2)c1-c1ccc(Cl)cc1,-3,14,-3,-14,-0.2,-0.3,-14,-0.9,-3.5,-1.9,-1.4
CC(C)(C)c1ccc(S(=O)(=O)NC(=O)C2(C)CCN2C(=O)c2cccc3ccccc23)cc1 (stereo not given),-4,-12,-13,3,0.9,x,4,0.2,0.7,-1.4,1.2
CC1=C(C(=O)Nc2cccnc2)C(c2cccnc2)n2nc(-c3cccs3)nc2N1 (stereo not given),1,-18,-3,-6,1.2,-0.7,-3,0.6,0.1,-0.9,0.5
O=C(Nc1ccccc1)C(=O)Nc1ccc2c(c1)N(C(=O)C1CC1)CCC2,2,6,-1,-8,5.3,2.3,5,6.0*,11*,0.1,3.0
CCCC(=O)Nc1ccc(C(=O)Nc2cc(C(F)(F)F)ccc2Cl)cc1,0,5,-7,2,-1.9,-1.3,-8,-0.9,0.3,-1.9,-1.4
Cc1ccc(C2CC(c3ccccc3C)n3nc(N)nc3N2)cc1 (stereo not given),1,-19,1,3,3.5,0.7,0,-0.2,7.3,-1.6,-1.3

Brought forward from above: four compounds, then new ones.
canonical_smiles,SMARCA2 act,ADAM10 inh,HGIII-sPLA2 inh,GC-B act,FXN GAA850 act,DAX1 inh-1,GC-A act,DAX1 inh-2,hgDAF12 agonist,ssDAF12 agonist,hcDAF12 agonist
CC1=C(C(=O)Nc2cccnc2)C(c2cccnc2)n2nc(-c3cccs3)nc2N1 (stereo not given),1,-18,-3,-6,1.2,-0.7,-3,0.6,0.1,-0.9,0.5
O=C(Nc1ccccc1)C(=O)Nc1ccc2c(c1)N(C(=O)C1CC1)CCC2,2,6,-1,-8,5.3,2.3,5,6.0*,11*,0.1,3.0
CCCC(=O)Nc1ccc(C(=O)Nc2cc(C(F)(F)F)ccc2Cl)cc1,0,5,-7,2,-1.9,-1.3,-8,-0.9,0.3,-1.9,-1.4
Cc1ccc(C2CC(c3ccccc3C)n3nc(N)nc3N2)cc1 (stereo not given),1,-19,1,3,3.5,0.7,0,-0.2,7.3,-1.6,-1.3
Cc1ccc(C(=O)O)cc1NC(=S)NC(=O)c1ccc([N+](=O)[O-])cc1Cl,-6,0,8,3,0.7,-1.0,0,0.4,2.7,-1.4,1.1
Cc1noc(C)c1CN(C(=S)NC(C)C)c1ccccc1,0,1,6,-3,1.1,-0.2,-2,-0.1,-1.8,-1.2,-1.3
CC(=O)Nc1cc(-c2cccc(C(=O)N(C)C)c2)cn2c(-c3ccccc3)cnc12,-1,-54,5,12,-1.6,x,0,-1.5,-1.6,-1.2,-0.5
CCCN(CCC)CCCNC(=O)c1cc2cc3ccc(OC)cc3nc2o1,1,i,-10,-1,2.4,-0.7,2,1.2,1.4,-0.4,-0.8
Cc1cccc(C(=O)NNC(=O)c2ccco2)c1,0,-1,-1,-6,2.6,1.5,3,0.0,0.9,-0.3,0.3
C[C@@]12C(=O)Nc3cc(F)ccc3C(=O)N1[C@H]1c3cc(Br)ccc3OC[C@@H]1[C@@H]2c1ccccc1,-2,15,-4,-5,-8.4,-0.4,-1,0.2,1.9,-1.6,-1.2
CCc1noc(C)c1C(=O)N(C)CC(=O)Nc1ccc(F)c(F)c1F,3,-3,2,2,0.3,0.3,-1,-0.3,-1.8,-0.8,-0.9
FC(F)(F)COc1ccc(-c2nnc(SCc3ccccc3)o2)cn1,-2,1,-7,7,2.2,3.7,-4,0.0,1.4,-1.4,-0.3
O=C(NC1CCCc2ccccc21)c1ccc2c(c1)OCO2 (stereo not given),1,3,2,-2,2.8,1.2,-2,-0.1,-4.0,-1.7,-0.5
CCc1ccc(C(=O)NC(=S)NCc2cccnc2)cc1,-4,-5,5,0,-0.7,0.8,2,-6.3,-1.0,-1.1,-0.1
CCNC(=O)CSc1nc(-c2ccccc2)cs1,3,0,1,-2,2.2,0.7,-2,1.6,5.2,-1.0,-0.8
COC(=O)c1sccc1NC(=O)CC1C(=O)NCCN1C(=O)Nc1ccc(OCc2ccccc2)cc1 (stereo not given),-1,10,-12,-8,1.9,2.0,1,0.2,-0.8,-1.9,-2.7
COc1cc(OC)cc(C(=O)OCC(=O)NC2CCCCCCC2)c1,-1,-11,7,-5,2.2,-0.3,-4,0.6,-2.0,-1.2,0.0
CCOC(=O)C1CCN(C(=O)Nc2ccc(OC(F)(F)F)cc2)CC1,-3,4,11,-3,2.2,1.2,1,0.5,0.9,-1.0,1.1
CN(c1ccccc1)S(=O)(=O)c1nnc(NC(=O)COc2ccccc2)s1,-1,-8,-6,-2,0.1,0.8,2,-0.6,1.1,-1.5,-0.4
CN(C)CCCNc1oc(-c2cccc(Cl)c2)nc1C#N,2,i,-1,1,-0.9,0.3,-1,-0.2,0.8,-1.4,-1.6
COc1ccc([C@H]2[C@H](C(=O)OC(C)(C)C)N3N=Cc4ccccc4C3C23C(=O)c2ccccc2C3=O)c(OC)c1 (stereo not given in full),-4,-12,3,0,-1.5,-0.5,1,-0.6,-2.9,-1.6,2.4
CCCS(=O)(=O)N1CCC(C(=O)NCCN(CC)c2ccccc2)CC1,-2,-10,5,1,1.8,2.5,4,-0.6,-1.3,-1.2,-0.8
Cc1nn(-c2ccccc2)c(N2CCCC2)c1/C=N/NC(=S)Nc1ccccc1F,2,-3,0,-2,-0.1,0.5,-2,0.3,3.9,-2.0,-0.3
COc1ccc(Cl)cc1NC(=O)COC(=O)c1ccc(Br)o1,-1,-7,2,-1,-1.6,0.6,-3,-0.4,-1.4,-0.7,0.5

Next part (2 carried over from the part before).
canonical_smiles,SMARCA2 act,ADAM10 inh,HGIII-sPLA2 inh,GC-B act,FXN GAA850 act,DAX1 inh-1,GC-A act,DAX1 inh-2,hgDAF12 agonist,ssDAF12 agonist,hcDAF12 agonist
Cc1nn(-c2ccccc2)c(N2CCCC2)c1/C=N/NC(=S)Nc1ccccc1F,2,-3,0,-2,-0.1,0.5,-2,0.3,3.9,-2.0,-0.3
COc1ccc(Cl)cc1NC(=O)COC(=O)c1ccc(Br)o1,-1,-7,2,-1,-1.6,0.6,-3,-0.4,-1.4,-0.7,0.5
O=C(Cc1ccccc1)N/N=C/c1ccccc1Cl,-1,2,6,6,0.7,-0.5,2,0.3,2.4,-1.6,-1.2
Cc1ccc(/C=N/n2c(-c3cccs3)n[nH]c2=S)cc1,2,8,3,-2,-0.1,-0.1,-4,-0.8,-0.6,-1.4,-1.8
COc1ccc(NC(=O)N[C@@H](CCSC)C(=O)O)cc1OC,-1,-2,3,-3,1.7,-0.1,3,-0.2,-3.2,-0.9,-2.4
COc1ccc(/C=N/N=C2/SCC(=O)N2Cc2ccccc2)cc1,5,3,-10,-2,7.0,5.8*,-1,1.1,13*,-0.1,2.4
O=C(c1ccccc1F)c1cc2c(cc1[N+](=O)[O-])OCCO2,0,10,13,-3,1.3,0.3,0,-0.6,1.7,-1.7,-0.2
N#CCNC(=O)c1cccn1-c1ncc(C(F)(F)F)cc1Cl,1,4,1,-5,1.0,0.2,3,0.1,3.8,-1.7,-1.8
CN1CCCCC(NC(=O)c2ccccc2)C1=O (stereo not given),-1,-1,2,-3,x,x,-2,-0.5,1.2,-0.6,0.3
O=C(Nc1ccc(Cl)cc1F)c1ccc2c(c1)C(=O)N(Cc1ccncc1)C2=O,-2,0,2,2,0.2,x,1,0.4,0.1,-0.5,-1.5
